PAFAH1B3 FP inh: PAFAH1B3 enzyme inhibitors, primary screen, biochemical, fluorescence polarization, human | recombinant PAFAH1B3, FP-rhodamine probe | hit rate 0.28% among 340,000 | Platelet-activating factor acetylhydrolase IB subunit alpha1 (Homo sapiens), Q15102 | AID 492972, 2010 | inhibition, % at 3.39 µM;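 active = inhibition above the screen-wide average of all tested compounds plus 3 SD, cut at about 25% in these data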;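 note: 0% = enzyme with DMSO only and 100% = wells lacking PAFAH1B3 protein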
Target sequence (Q15102 whole entry, looked up): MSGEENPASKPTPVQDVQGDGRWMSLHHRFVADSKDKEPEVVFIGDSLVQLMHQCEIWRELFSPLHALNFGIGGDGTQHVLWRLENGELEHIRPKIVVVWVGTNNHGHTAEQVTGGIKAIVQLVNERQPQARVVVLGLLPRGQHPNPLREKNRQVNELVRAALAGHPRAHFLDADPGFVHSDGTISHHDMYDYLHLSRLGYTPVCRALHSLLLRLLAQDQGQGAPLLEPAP
LYPLA2 inh: LYPLA2 inhibitors, primary screen, counter-screen for PME1 inhibitor project, biochemical, fluorescence polarization, FP-Rh probe ABPP; Acyl-protein thioesterase 2 (Homo sapiens), O95372; inhibition, % at 5.9 µM; hit rate 0.38% among 320,000; recombinant LYPLA2;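 active = inhibition above the screen-wide mean plus 3 SD, limit set per campaign, cut at about 26% in these data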;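 note: 0% = LYPLA2 with DMSO and 100% = wells lacking LYPLA2 enzyme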
Target sequence (O95372 whole entry, looked up): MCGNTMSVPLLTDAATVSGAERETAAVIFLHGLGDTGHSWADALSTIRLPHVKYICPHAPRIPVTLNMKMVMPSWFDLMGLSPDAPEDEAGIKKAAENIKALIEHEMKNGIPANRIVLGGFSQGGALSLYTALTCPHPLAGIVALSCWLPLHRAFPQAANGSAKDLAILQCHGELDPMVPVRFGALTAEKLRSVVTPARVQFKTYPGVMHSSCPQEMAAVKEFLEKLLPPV
pPAFAH FP inh: pPAFAH enzyme inhibitors, primary screen, biochemical, fluorescence polarization, human; inhibition, % at 3.39 µM; recombinant pPAFAH, FP-rhodamine probe fluorescence polarization; AID 463082, 2010; Platelet-activating factor acetylhydrolase (Homo sapiens), Q13093; hit rate 1.5% among 330,000;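 active = inhibition above the mean inhibition across the screen plus 3 SD, cut at about 25% in these data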;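 note: inhibitors block binding of the rhodamine activity-based probe so polarization drops; 0% = enzyme with DMSO and 100% = wells lacking pPAFAH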
PAFAH1B2 FP inh: PAFAH1B2 enzyme inhibitors, primary screen, biochemical, fluorescence polarization, human; recombinant PAFAH1B2, FP-rhodamine activity probe; inhibition, % at 3.39 µM; hit rate 1.2% among 340,000; AID 492953, 2010;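 active = inhibition above the mean of all tested compounds plus 3 SD, cut at about 24% in these data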;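 note: 0% = enzyme with DMSO and 100% = wells lacking PAFAH1B2; many of its hits are not listed in these tables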
Target sequence (P68402 whole entry, looked up): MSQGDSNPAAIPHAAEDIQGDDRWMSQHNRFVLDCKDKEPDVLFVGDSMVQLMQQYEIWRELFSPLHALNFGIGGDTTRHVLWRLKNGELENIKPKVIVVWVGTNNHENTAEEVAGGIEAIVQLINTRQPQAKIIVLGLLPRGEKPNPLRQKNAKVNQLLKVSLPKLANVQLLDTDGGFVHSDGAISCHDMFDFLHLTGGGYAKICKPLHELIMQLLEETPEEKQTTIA
PME-1 inh: PME-1 inhibitors via competitive probe labeling, primary screen, biochemical, fluorescence polarization, FP-Rh probe, HTS; Protein phosphatase methylesterase 1 (Homo sapiens), Q9Y570; recombinant PME-1; inhibition, % at 5.9 µM; hit rate 0.53% among 320,000;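 active = inhibition above the campaign mean of all compounds plus 3 SD, cut at about 26% in these data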;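 note: competitive labeling of PME-1 active site by serine hydrolase directed probe; 0% = PME-1 with DMSO and 100% = wells lacking PME-1 enzyme; inhibitors block probe labeling so polarization falls and inhibition rises; many of its hits are not listed in these tables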
PAFAH2 inh: PAFAH2 enzyme inhibitors, primary screen, biochemical, fluorescence polarization, human; Platelet-activating factor acetylhydrolase 2, cytoplasmic (Homo sapiens), Q99487; recombinant PAFAH2, FP-rhodamine activity probe; inhibition, % at 3.39 µM; hit rate 0.99% among 340,000;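 active = inhibition above the mean over all tested compounds plus 3 SD, cut at about 30% in these data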;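 note: inhibitors block probe labeling of enzyme so polarization drops; 0% = enzyme with DMSO and 100% = wells lacking PAFAH2 protein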
GSTO1 counter: inhibitors of recombinant GSTO1, primary screen, counter-screen for RBBP9 inhibitor project, biochemical, fluorescence polarization | Glutathione S-transferase omega-1 (Homo sapiens), P78417 | activity-based probe fluorescence polarization | inhibition, % at 5.96 µM | hit rate 1.1% among 300,000 | AID 1974, 2009;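 active = inhibition above the campaign mean inhibition plus 3 SD, cut at about 35% in these data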;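 note: 0% = GSTO1-1 with DMSO and 100% = wells lacking GSTO1-1 enzyme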
LYPLA1 counter: LYPLA1 inhibitors, primary screen, counter-screen for PME1 inhibitor project, biochemical, fluorescence polarization, FP-Rh probe ABPP; inhibition, % at 5.9 µM; Acyl-protein thioesterase 1 (Homo sapiens), O75608; recombinant LYPLA1; hit rate 0.16% among 320,000;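 active = inhibition above the mean of all tested compounds plus 3 SD, set per campaign, cut at about 14% in these data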;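 note: inhibitors block serine hydrolase probe labeling of LYPLA1 so polarization falls; 0% = enzyme with DMSO and 100% = wells lacking LYPLA1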
Target sequence (O75608 whole entry, looked up): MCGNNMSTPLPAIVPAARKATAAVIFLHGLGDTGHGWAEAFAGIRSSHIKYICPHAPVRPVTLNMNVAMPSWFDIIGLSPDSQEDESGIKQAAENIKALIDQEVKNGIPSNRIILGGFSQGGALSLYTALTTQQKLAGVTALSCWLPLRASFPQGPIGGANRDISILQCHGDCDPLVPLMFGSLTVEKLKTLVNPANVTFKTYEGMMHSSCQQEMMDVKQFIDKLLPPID
PAD4 inh: human PAD4 inhibitors, primary screen, biochemical, fluorescence polarization, 1536-well format; AID 485272, 2010; Protein-arginine deiminase type-4 (Homo sapiens), Q9UM07; inhibition, % at 6.36 µM; hit rate 0.41% among 330,000; recombinant PAD4, RCA probe fluorescence polarization;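 active = percent inhibition above a cutoff equal to the mean of all tested compounds plus 3 SD, cut at about 15% in these data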;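 note: 0% = PAD4 with RCA probe and DMSO and 100% = probe without PAD4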
* = called active by the depositor; . = not tested or not shown.

SMILES | PAFAH1B3 FP inh | LYPLA2 inh | pPAFAH FP inh | PAFAH1B2 FP inh | PME-1 inh | PAFAH2 inh | GSTO1 counter | LYPLA1 counter | PAD4 inh
O=C(NC(=S)Nc1nc(-c2cccc([N+](=O)[O-])c2)cs1)c1cc(Cl)ccc1Cl | 2 | -1 | 4 | -6 | -15 | -1 | -9 | -1 | 5
COC(=O)c1ccc(OCC(=O)NC2CCCCCCC2)cc1 | 6 | . | 5 | 5 | . | 3 | . | . | 0
O=C(Cc1c(F)cccc1Cl)Nc1ccc(S(=O)(=O)N2CCOCC2)cc1 | 10 | 4 | -3 | 0 | 1 | 0 | -1 | -2 | -1
COC(=O)C1=C(N)Oc2cc(C)n(CC3CCCO3)c(=O)c2C1c1ccc(Cl)c(Cl)c1 (stereo not given) | 5 | 0 | 0 | 1 | -6 | -5 | -5 | -4 | -8
Cc1onc(C(=O)NC2CCCCC2)c1[N+](=O)[O-] | -1 | -13 | 1 | 1 | 4 | 0 | 30 | -5 | -2
CCOC(=O)c1c(C)[nH]c(C(=O)COC(=O)c2ccc(O)cc2O)c1C | -8 | -14 | -5 | -3 | -26 | -13 | -14 | -6 | 1
CCc1ccc(/C=N/NC(=O)c2cc(C3CC3)nc3ccc(Br)cc23)s1 | 2 | -2 | 5 | 7 | -6 | 0 | -9 | -2 | -1
COCCN(CCOC)c1cc(C)c(C#N)c2nc3ccccc3n12 | 13 | 4 | 3 | 2 | 2 | 4 | -1 | -1 | -2
COc1nc(NS(=O)(=O)c2ccc(C)cc2)nc(C)c1Cl | 6 | -2 | 4 | 1 | -4 | 2 | 7 | -1 | 3
COc1ccc(NC(c2ccccc2)c2ccncc2)cc1 (stereo not given) | 1 | -4 | 4 | 3 | -9 | 2 | 1 | -2 | -10
COc1ccccc1C(=O)NC(=O)COC(=O)c1nc(Cl)ccc1Cl | -5 | -5 | -1 | 0 | 1 | 1 | -2 | -3 | -1
Cc1cc(C)n(S(=O)(=O)c2ccc(C)c(C)c2C)n1 | 14 | -1 | 5 | 3 | -2 | -1 | -6 | -1 | -7
COc1ccc(/C=N/NC(=O)c2ccc(CSc3nncn3C)cc2)cc1OC | 4 | 2 | 0 | 2 | 3 | -1 | 15 | -2 | -1
CC(=O)NC(C)c1nc2ccccc2n1CC(=O)N1C(C)CCCC1C (stereo not given) | 15 | -3 | -2 | 2 | -3 | 1 | 3 | -3 | 2
CCCC(=O)Oc1ccc(N(C(=O)CCC)S(=O)(=O)c2cccs2)cc1 | 1 | -2 | 30* | 6 | 0 | 4 | -2 | 3 | -1
Cc1cc(=O)oc(C)c1C(=O)Nc1c(C)n(C)n(-c2ccccc2)c1=O | 9 | 4 | 2 | -1 | -10 | 6 | 13 | 2 | 5
CS(=O)(=O)c1ccc2nc(NC(NC(=O)c3ccco3)(C(F)(F)F)C(F)(F)F)sc2c1 | 1 | 1 | 4 | 2 | 1 | 0 | -6 | 2 | -4
CCCn1c(=O)c(C(=O)Nc2cccc(C)n2)c(O)c2ccccc21 | 3 | 1 | -1 | 1 | -3 | -3 | 6 | 0 | 3
CN(CCOc1ccccc1)S(=O)(=O)c1ccccc1C#N | 3 | 3 | 1 | 5 | 5 | 1 | . | 3 | -1
COc1ccc(OC)c(Nc2cc(C)nc3ccccc23)c1 | -1 | 0 | 4 | 5 | 2 | -2 | -3 | -2 | -9

Two compounds picked at random from those above:
SMILES | PAFAH1B3 FP inh | LYPLA2 inh | pPAFAH FP inh | PAFAH1B2 FP inh | PME-1 inh | PAFAH2 inh | GSTO1 counter | LYPLA1 counter | PAD4 inh
CC(=O)NC(C)c1nc2ccccc2n1CC(=O)N1C(C)CCCC1C (stereo not given) | 15 | -3 | -2 | 2 | -3 | 1 | 3 | -3 | 2
COC(=O)c1ccc(OCC(=O)NC2CCCCCCC2)cc1 | 6 | . | 5 | 5 | . | 3 | . | . | 0

New compounds follow:
SMILES | PAFAH1B3 FP inh | LYPLA2 inh | pPAFAH FP inh | PAFAH1B2 FP inh | PME-1 inh | PAFAH2 inh | GSTO1 counter | LYPLA1 counter | PAD4 inh
Cc1cc(N2CCN(C)CC2)nc2ccc(NC(=S)NC3CC3)cc12 | 1 | -2 | -4 | 0 | -1 | -1 | -5 | 4 | -2
CCC(CO)[n+]1c(C)cc(/C=C2\Sc3ccccc3N2Cc2ccccc2)cc1C (stereo not given) | 5 | -9 | 4 | -4 | 3 | 4 | 4 | 3 | -4
CC1(C)N(OCc2ccccc2)C(=O)C(=O)N(OCc2ccccc2)C1(C)C | 2 | 6 | -1 | 5 | -1 | 3 | 3 | 1 | 3
CCN1CCN(CCCNC(=O)C2CCN(c3nnc(-n4c(C)ccc4C)s3)CC2)CC1 | 7 | 0 | 3 | -1 | -3 | 0 | 1 | 2 | -1
COc1ccc(N2CCN(C(=O)c3ccc4c(c3)NC(=O)C(CSCc3c(F)cccc3Cl)N4)CC2)cc1 (stereo not given) | . | -1 | 19 | . | -4 | . | -1 | -5 | -4
O=C(NNC(=O)c1cc(-c2ccncc2)nc2ccccc12)c1cccc(Cl)c1 | 2 | -2 | 4 | 6 | -2 | -3 | -5 | 2 | 0
C/C(=N/Oc1nc(C)cc(C)n1)c1ccc(Br)cc1 | 3 | 7 | 2 | -2 | 4 | -11 | -1 | 0 | 3
O=C(Cn1nc(-c2cccc(Cl)c2)ccc1=O)NCC1COCCO1 (stereo not given) | 3 | -10 | 1 | 3 | -6 | -3 | 7 | -2 | 2
CC(C)CC(COCc1ccc(C(F)(F)F)cc1)N1CCN(C(=O)c2ccc(C(F)(F)F)cc2)CCC1=O (stereo not given) | 4 | 6 | 7 | 21 | 6 | 0 | 6 | -1 | 2
O=C(CC1C(=O)NCCN1Cc1cccc(Oc2ccccc2)c1)NCCc1cnccn1 (stereo not given) | 10 | -5 | 8 | -1 | 3 | -1 | 7 | -1 | 0
O=C(NC1CCSC1=O)c1cccc(Cl)c1 (stereo not given) | 6 | 3 | -2 | 4 | -11 | 3 | -2 | 3 | 0
CCCNC(=O)c1ccccc1NC(=O)Cc1ccc(OC)c(S(=O)(=O)N2CCOCC2)c1 | 5 | 5 | 0 | 3 | 2 | 0 | 12 | 0 | 2
CN1CCN(S(=O)(=O)c2ccc(Nc3ccc(F)cc3)c([N+](=O)[O-])c2)CC1 | 4 | 1 | 0 | 8 | 5 | 6 | -1 | 2 | -5
O=C(NCCCn1ccnc1)Nc1ccc2c(c1)OCO2 | 2 | 9 | -5 | -2 | 5 | -12 | -4 | 1 | -1
Cc1cc(=O)[nH]c(SCc2csc(-c3ccccc3)n2)n1 | 5 | -6 | -3 | 5 | 10 | -7 | -2 | 0 | 1
CCCCOc1ccc(-n2nc(C)cc2C)nn1 | -3 | -2 | -3 | 0 | 1 | -2 | 3 | 3 | -4
CC(C)(CN1CCCC1)NS(=O)(=O)c1ccccc1 | 0 | -8 | 5 | 4 | 0 | 0 | -7 | 8 | -8
COc1ccc(S(=O)(=O)Nc2ccc(N3CCOCC3)cc2)cc1Br | 2 | 4 | 2 | 3 | -1 | 6 | 3 | 3 | -1
COc1cc2[nH]c(=S)n(C3CC3)c(=O)c2cc1OC | 1 | 3 | 4 | 5 | 0 | -4 | 7 | 1 | 3
CCOc1cc(C(=O)Nc2ccc(N3CCN(S(C)(=O)=O)CC3)cc2)cc(OCC)c1OCC | -2 | 3 | -6 | 0 | 5 | 1 | 6 | 1 | 6
O=C(COC(=O)/C=C/c1cccc([N+](=O)[O-])c1)NCC1CCCO1 (stereo not given) | 4 | -1 | 2 | 2 | 2 | 17 | 4 | -4 | -2
COc1ccccc1/C=C/C=C1\Oc2c(ccc(O)c2CN(C)C)C1=O | -3 | -5 | 5 | 4 | -4 | 2 | 7 | 3 | 1
COC(=O)c1ccc(/C=C2/SC(=S)N(CCCC(=O)Nc3ccc(O)cc3)C2=O)cc1 | 0 | -11 | 9 | 6 | -6 | -11 | 4 | -7 | -10
CCCCCCCC(=O)N/N=C(\C)c1ccc(N)cc1 | . | -1 | 1 | . | 1 | . | 5 | 0 | 5
CCOC(=O)N1CCN(S(=O)(=O)c2ccc(F)cc2)CC1 | 11 | 3 | -6 | 3 | 0 | -4 | 4 | 6 | -1
CCOc1cc(CNc2ccc3c(c2)OCCO3)cc(Br)c1OCC | 2 | 3 | 14 | 4 | 7 | 5 | 2 | 2 | 2
CC1CC(NS(=O)(=O)c2cc3c4c(c2)CCN4C(=O)CC3)CC(C)(C)C1 (stereo not given) | -3 | 3 | 3 | 5 | 5 | 3 | 5 | -2 | 8
Cc1ccc(Cn2nnc3c(=O)n(CC(=O)N4CCCc5ccccc54)cnc32)cc1 | 11 | -4 | 0 | 8 | 17 | 8 | -1 | -4 | -1
O=C(N/N=C1\CC2CC=CC12)c1ccccc1Cl (stereo not given) | 8 | 7 | 4 | -3 | 0 | 4 | 3 | 4 | 3
O=C(c1cn2ccccc2n1)N1CCCC(Nc2ccc(F)c(F)c2)C1 (stereo not given) | -4 | 4 | 4 | 5 | 6 | 1 | 0 | 3 | 1
COC(=O)C(CO)NC(=O)C(C)NC(=O)CNC(=O)OCc1ccccc1 (stereo not given) | 7 | -6 | 4 | 2 | 2 | 4 | 5 | -1 | -1
Cc1c(NC(=O)c2cccc(NC(=O)Cc3ccc(Cl)cc3)c2)c(=O)n(-c2ccccc2)n1C | 4 | -1 | -2 | 3 | -1 | -4 | . | -2 | -6
Fc1cccc(NC(=S)N2CCN(c3ccccn3)CC2)c1 | 7 | 7 | -1 | 6 | -6 | 4 | 3 | -1 | 3
O=C(COC(=O)c1ccccn1)Nc1ccc(S(=O)(=O)N2CCOCC2)cc1 | 2 | 8 | 3 | 2 | -2 | -4 | -2 | 3 | -4
O=C(CNc1ccc(Oc2ccccc2)cc1)N1CCOCC1 | 8 | -1 | 7 | 9 | -3 | 4 | 6 | -5 | 0
COc1ccc(C(=O)N(C)C2CCCN(Cc3ccccc3F)C2)cc1C (stereo not given) | -3 | -5 | 5 | 4 | 2 | -3 | -8 | 2 | -5
Cc1cccc(C)c1NC(=O)C1(N(Cc2ccco2)C(=O)CC2NC(=O)NC2=O)CCCC1 (stereo not given) | 5 | -3 | 0 | 0 | 3 | -5 | 3 | 2 | 2
CC(C)C(C)N(Cc1cccc(C(=O)O)c1)C(=O)c1ccc2ccccc2n1 (stereo not given) | . | 3 | -3 | . | 0 | . | 4 | 1 | 0
Cc1noc(C)c1CC(=O)N1CCCC(C(=O)c2ccc(C(C)(C)C)cc2)C1 (stereo not given) | 8 | 5 | 3 | 1 | 1 | -3 | 3 | 0 | 1
CC(C)(C)NC(=O)C(=O)NNC(=O)c1ccccc1 | 7 | -3 | 1 | 0 | -2 | 8 | 9 | 2 | 5
CC(C)=CC1C=C(C)C(C)C2C(=O)NNC(=O)C12 (stereo not given) | 1 | 3 | 6 | 3 | -2 | 6 | -1 | -1 | -2

Assay outcomes from PubChem BioAssay.

The list is partial, so the mix of outcomes need not match the whole.
